SMARCA2 activ = SMARCA2 function activation, primary screen | MG213 cells, MMTV-luciferase reporter, dexamethasone, overnight | AID 652017 | activation, % at 9.1 µM | 370,000 compounds, 1% hits; in the data active = activation above about 7.8%;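 note: 0% = vehicle wells and 100% = reference activator wells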
hcDAF12 agonist = H. contortus DAF-12 activation, primary screen. activation, % at 6.8 µM. 370,000 compounds, 1.4% hits. HEK293 hcDAF-12 lit1-tk-luc reporter, luminescence; 0% DMSO, 100% Δ7-dafachronic acid;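 active = activation above the mean of all tested compounds plus 3 SD, cut at about 5.5% in these data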;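 note: 100% = response to 3 µM Δ7-dafachronic acid high control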
GC-A act = GC-A (human) enzyme activation; HEK293 GC-A cells, cGMP TR-FRET, EC30 ANP; 0% at EC30 ANP, 100% saturating ANP; activation, % at 10 µM; 370,000 compounds, 0.14% hits; in the data active = activation above about 40%
NPR2 activator = GC-B (human) receptor activation; P20594; HEK293-GC-B cells, CNP EC30, cGMP TR-FRET; 0% at EC30 CNP, 100% saturating CNP; activation, % at 10 µM; 370,000 compounds, 0.11% hits; AID 1920062;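 active = activation at 10 µM reaching about 35% in either raw or pattern-adjusted values, limit read from the data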
hgDAF-12 ag = hgDAF-12 agonism, primary luciferase screen; HEK293 GAL4-hgDAF12 UAS-luciferase reporter, agonist luminescence; normalized to butyrate control; activation, % at 6.8 µM; 370,000 compounds, 1.8% hits; AID 687014;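 active = activation above a cutoff set at the mean of all screened compounds plus 3 SD, cut at about 10% in these data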;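 note: 0% = DMSO wells and 100% = sodium butyrate wells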
ADAM10 inh = inhibits human ADAM10; O14672; 370,000 compounds, 0.62% hits; recombinant ADAM10, EDANS/DABCYL FRET peptide cleavage, 3 h; inhibition, % at 7 µM;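 active = inhibition above a per-campaign cutoff equal to the mean of compounds falling between control-based bounds plus 3 SD, cut at about 20% in these data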;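 note: 0% = DMSO wells while the 100% control is not disclosed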
DAX1 inh-1 = inhibitors of DAX1 repression of SF-1 activated StAR promoter | HEK293T StAR-luciferase reporter, SF-1/DAX-1 repression relief | inhibition, % at 6.8 µM | 370,000 compounds, 1.1% hits | AID 652010;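 active = inhibition above the mean over all tested compounds plus 3 SD, cut at about 3.6% in these data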;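 note: 0% = DAX-1 cells with DMSO and 100% = cells lacking DAX-1 with DMSO; higher inhibition means more luminescence from relief of DAX-1 repression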
HGIII-sPLA2 inh = Blocks human group III sPLA2 activity; inhibition, % at 12.2 µM; QFRET BODIPY PC-A2 liposome hydrolysis, fluorescence; 370,000 compounds, 0.56% hits; Q9NZ20;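 active = inhibition above mean plus 3 SD of compounds lying within the high and low control bounds, cut at about 19% in these data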;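 note: 0% = median of test compound wells and 100% = no enzyme DMSO wells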
Target sequence (Q9NZ20 whole entry, looked up): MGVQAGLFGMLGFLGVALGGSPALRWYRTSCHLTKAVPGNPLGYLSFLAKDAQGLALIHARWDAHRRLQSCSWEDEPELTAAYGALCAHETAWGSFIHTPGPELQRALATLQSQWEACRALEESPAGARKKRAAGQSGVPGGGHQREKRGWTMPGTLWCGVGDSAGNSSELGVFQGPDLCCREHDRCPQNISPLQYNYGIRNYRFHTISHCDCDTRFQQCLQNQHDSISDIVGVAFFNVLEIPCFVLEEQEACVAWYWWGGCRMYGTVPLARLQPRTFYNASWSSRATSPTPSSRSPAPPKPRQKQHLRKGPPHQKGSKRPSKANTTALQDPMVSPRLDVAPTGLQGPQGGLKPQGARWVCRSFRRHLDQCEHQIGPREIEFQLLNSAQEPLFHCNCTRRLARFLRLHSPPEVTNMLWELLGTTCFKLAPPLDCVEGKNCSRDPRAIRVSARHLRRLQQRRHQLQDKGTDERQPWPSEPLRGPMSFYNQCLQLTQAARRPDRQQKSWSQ
ssDAF-12 act = activates DAF-12 receptor from parasite S. stercoralis. AID 652126. 370,000 compounds, 1% hits. HEK293 ssDAF-12/GRIP1 lit1-tk-luc reporter, luminescence; % of 3 µM dafachronic acid response. activation, % at 6.8 µM;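 active = activation above the mean over all tested compounds plus 3 SD, cut at about 0.9% in these data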;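 note: 0% = DMSO-only wells and 100% = 3 µM delta7-dafachronic acid wells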
GAA850 FXN act = activators of GAA850 frataxin (FXN) promoter; HEK293 lucGAA850 FXN promoter luciferase reporter, 24 h; percent of 10 µM SAHA response; AID 540364; 360,000 compounds, 0.56% hits; activation, % at 6 µM;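 active = activation above the average of all compounds screened plus 3 SD, cutoff fixed separately per campaign, cut at about 7.5% in these data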;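 note: 0% = DMSO wells and 100% = 10 µM SAHA wells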
DAX1 inh-2 = inhibitors of human orphan nuclear receptor DAX1 (NR0B1) | inhibition, % at 6.75 µM | P51843 | AID 504766 | HEK293 Gal4-DAX1 luciferase reporter, luminescence | 340,000 compounds, 0.99% hits;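 active = inhibition above the mean over all tested compounds plus 3 SD, cut at about 4.2% in these data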;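 note: 0% = DAX1-transfected cells with DMSO and 100% = empty-vector control cells with DMSO; inhibition shows as a rise in luminescence from relieved DAX1 repression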
Target sequence (P51843 207-470 limits assumed): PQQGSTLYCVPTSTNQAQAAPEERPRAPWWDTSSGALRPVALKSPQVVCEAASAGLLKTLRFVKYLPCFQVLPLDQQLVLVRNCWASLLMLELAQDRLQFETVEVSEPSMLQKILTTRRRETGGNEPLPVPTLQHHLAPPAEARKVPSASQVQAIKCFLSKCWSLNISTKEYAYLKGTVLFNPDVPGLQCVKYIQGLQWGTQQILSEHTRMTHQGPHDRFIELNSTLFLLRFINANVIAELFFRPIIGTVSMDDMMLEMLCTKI
An asterisk follows results filed as active; . = no result given. No enrichment for hits. About 6.6% of those tested had a hit in this group.

Second line of a record – SMARCA2 activ, hcDAF12 agonist, GC-A act, NPR2 activator, hgDAF-12 ag, ADAM10 inh, DAX1 inh-1, HGIII-sPLA2 inh, ssDAF-12 act, GAA850 FXN act, DAX1 inh-2
1. CCC1(CC)Cc2ccccc2-c2[nH]c(=S)[nH]c(=O)c21
  -3, -0.9, 11, 6, -1.9, 3, 0.1, 11, -1.0, 2.6, 0.1
2. Cc1cc(C)n2nc(C(=O)N/N=C/c3ccc(Cl)cc3)nc2n1
  0, -0.4, 4, -7, -2.6, -3, -0.5, -4, -1.9, 2.4, 0.1
3. CNC(=O)CSc1nnc(CCc2ccccc2)n1-c1ccccc1
  -4, -1.4, -5, -5, 0.8, -2, -0.4, -3, -1.1, -1.4, -1.0
4. COc1ccc(NC(=O)Nc2ccccc2C)c(OC)c1
  0, -2.8, -1, 3, -0.9, -4, -0.4, -9, -1.7, 0.3, 1.7
5. Cc1cc(NC(=O)CSc2ncnc3c2cnn3-c2cccc(Cl)c2)no1
  0, -1.1, 2, -3, -2.3, 4, 0.6, -2, -2.3, 1.2, 0.4
6. O=C(c1ccc(-c2ccc([N+](=O)[O-])cc2Cl)o1)N1CCOCC1
  -1, 0.0, 0, 1, 4.1, 8, 0.0, 2, -0.8, 1.9, 0.0
7. COC(=O)c1sc(S(=O)(=O)Nc2c(C)nn(C)c2C)c(C(=O)OC)c1C
  0, -1.2, 4, 2, 1.2, -11, -0.7, 5, -1.1, -3.5, -0.7
8. COc1ccc(NC(=O)CN(C)C(=O)c2cccc(Oc3ccccc3)c2)cc1
  -2, -2.2, -3, -4, -0.8, -9, -1.1, -7, -1.9, 3.0, -0.2
9. O=C(OCC(=O)N1CCCc2ccccc21)c1ccc(Br)o1
  0, -2.7, 0, 3, 0.3, -1, 0.1, -2, -0.7, 0.5, -0.4
10. Cc1cc(C)cc(NC(=O)NCCCN2CCN(c3ccc(F)cc3)CC2)c1
  -5, -2.5, -3, -3, -0.3, 3, -0.6, -11, -1.3, ., .
11. CO/N=C(/C)CCS(=O)(=O)c1ccccc1
  -2, -0.2, -3, -2, -0.4, -3, -0.6, -1, -1.4, 2.7, -0.7
12. COc1ccccc1N1CCN(CC(=O)Nc2ccc(C)c(F)c2)CC1
  0, 0.4, 1, 1, -1.8, 1, -0.5, 1, -1.6, 0.2, 1.0
13. Cc1ccccc1NC(=S)c1nc2ccccc2[nH]1
  0, 5.8*, 1, 5, 8.1, -1, -0.2, 45*, 1.2*, 6.2, 0.3
14. Cc1ccc(NCCC(=O)c2ccc(Cl)cc2)cc1
  2, -0.9, 2, 2, 3.2, -1, -0.2, 5, -1.6, 1.7, 0.3
15. O=C(CNS(=O)(=O)c1ccc(Br)cc1Cl)OCC(=O)N1CCCC1=O
  0, -0.9, 10, 17, 0.8, 0, -0.2, 3, -0.9, -0.9, 0.8

The list goes on; it opens with the two that closed the last part.
Second line of a record – SMARCA2 activ, hcDAF12 agonist, GC-A act, NPR2 activator, hgDAF-12 ag, ADAM10 inh, DAX1 inh-1, HGIII-sPLA2 inh, ssDAF-12 act, GAA850 FXN act, DAX1 inh-2
14. Cc1ccc(NCCC(=O)c2ccc(Cl)cc2)cc1
  2, -0.9, 2, 2, 3.2, -1, -0.2, 5, -1.6, 1.7, 0.3
15. O=C(CNS(=O)(=O)c1ccc(Br)cc1Cl)OCC(=O)N1CCCC1=O
  0, -0.9, 10, 17, 0.8, 0, -0.2, 3, -0.9, -0.9, 0.8
16. C=CC#CC1(O)CC(C)[N+](C)(C)CC1C (stereo unspecified)
  1, 0.3, 4, 4, 7.5, -3, -0.3, 3, -1.6, -0.2, 2.8
17. Cc1ccc(OCC(O)CN2CCOCC2)c(C)c1 (stereo unspecified)
  8.3*, -1.7, 6, 0, 1.5, -2, 0.8, 0, -1.2, 0.2, 1.9
18. O=c1cc(-c2cccc(F)c2)oc2ccccc12
  2, 1.3, -6, -2, 5.3, 1, 0.6, -2, -0.8, 4.6, 0.9
19. NC(=O)[C@@H]1CCCN1Cc1nc(Cc2ccccc2F)no1
  0, 4.7, -1, 1, 0.2, 7, -0.3, 3, -1.1, -0.8, 1.8
20. CCCCCCCN1C=CC(=O)CC1
  4, 0.9, 2, 4, 0.9, 11, -0.4, 5, -1.4, -1.1, 2.0
21. Cc1ccc(SC[C@H](C)CN2CC[C@H](C(C)(C)C)CCC2=O)cc1
  1, -2.0, -2, -2, 1.9, 2, -0.7, 3, -1.6, 1.2, 1.2
22. COC(=O)c1ccc2c(=O)n(-c3ccccc3)c(SCN3C(=O)c4ccccc4C3=O)nc2c1
  0, 0.3, -2, -1, 0.3, 4, 0.4, -2, -1.2, 1.0, 0.4
23. COC(=O)Nc1sc2c(c1C(N)=O)CCC(C)C2 (stereo unspecified)
  -2, -3.0, -4, 3, -0.8, -1, -2.0, 3, -2.8, 2.5, 0.3
24. OC[C@@H]1CN(Cc2ccncc2)C[C@H](n2cnc3c(NCc4ccco4)ncnc32)O1
  -5, -0.1, 2, 3, -1.5, -6, -0.3, 8, -1.2, -3.4, .
25. O=C(CCNC(=O)Cn1ccc2ccccc2c1=O)NCCN1CCc2ccccc2C1
  -2, -0.5, 2, -2, -3.7, 2, -0.1, 6, -1.2, 2.5, 0.1
26. Oc1ccccc1N=Nc1nc(-c2ccccc2)c(-c2ccccc2)[nH]1
  -3, -4.4, -10, -10, -9.0, 26*, -1.9, 28*, -2.1, -15, -4.5
27. CCN(CC)S(=O)(=O)c1cc(NC(=O)C(C)N2CCc3ccccc32)ccc1C (stereo unspecified)
  -4, 2.0, -2, 4, -0.6, 18, -2.3, -16, -0.8, -0.8, -1.3
28. Cn1cc(Cl)c(C(=O)NC2CCCC2)n1
  -1, -0.4, 3, 2, -1.6, -10, 0.7, -1, -1.2, -0.2, 1.5
29. Cc1ccc(C(=O)Cn2nnc(-c3cccs3)n2)cc1
  -1, 0.7, 1, -3, 4.9, -10, -0.2, -90, -1.4, 1.6, 0.6
30. CCc1nnc(NC(=O)CSc2nc3[nH]ncc3c(=O)[nH]2)s1
  -1, 1.0, 0, -3, -0.1, -7, -0.2, 1, -1.4, 1.3, -0.5

The list continues:
Second line of a record – SMARCA2 activ, hcDAF12 agonist, GC-A act, NPR2 activator, hgDAF-12 ag, ADAM10 inh, DAX1 inh-1, HGIII-sPLA2 inh, ssDAF-12 act, GAA850 FXN act, DAX1 inh-2
31. O=C(NCC1CCCO1)Nc1cccc(Cl)c1 (stereo unspecified)
  0, -0.3, 2, -1, 1.4, 2, 0.8, -2, -0.8, 0.9, 0.2
32. c1c[nH]c(CN2CCN(Cc3ncc[nH]3)CC2)n1
  -4, -1.5, -3, 2, -0.7, -1, -0.5, 8, -0.9, -6.5, -0.5
33. CN(CC(=O)Nc1cccc(S(=O)(=O)N2CCCC2)c1)CC(=O)Nc1ccc(F)c(F)c1F
  -3, -2.4, 1, -1, -0.7, -18, -0.1, -6, -1.1, 2.9, 0.7
34. CCC1=Nc2cc(C(=O)NCCCOC(C)C)ccc2Sc2ccccc21
  -1, -0.1, 0, 4, -2.4, 3, -1.5, -29, -0.7, -6.5, -0.6
35. Cc1nc(SCc2c(F)cccc2Cl)n[nH]1
  -3, -0.3, 2, 1, -0.6, 1, -0.3, 4, -1.1, 1.2, -1.0
36. Cc1ccc(S(=O)(=O)Nc2cccc(C(=O)NCC(c3ccccc3)N(C)C)c2)cc1F (stereo unspecified)
  -1, -1.6, 3, -3, -0.3, 0, 0.5, -20, -1.3, -4.7, -0.6
37. COc1cccc(C(=O)N(Cc2ccc3c(c2)OCO3)Cc2nc3ccccc3c(=O)[nH]2)c1
  -1, 0.2, -14, -14, -0.1, 2, 0.2, 1, -1.4, -3.4, -1.8
38. CC(C)OCCCNc1ccc(N2C(=O)CCCC2=O)cc1[N+](=O)[O-]
  0, -1.6, 3, 3, -0.2, 6, -0.7, 0, -1.2, 1.5, -0.9
39. CCN(c1ccccc1)S(=O)(=O)c1ccc(C(C(=O)OC)C(=O)OC)c([N+](=O)[O-])c1
  0, -1.2, -2, 0, -0.1, -4, 0.5, -10, -0.7, 1.5, 0.0
40. O=c1oc(CCO)cc2ccccc12
  -1, 0.5, 1, 2, 0.4, -1, 0.0, 8, -1.1, -0.6, -0.8
41. O=[N+]([O-])c1nn(-c2ccc3c(c2)OCCO3)n(O)c1=NCCC1=CCCCC1
  4, 0.1, -1, -4, 3.4, 1, 1.4, -1, -1.4, 2.4, 0.9
42. CC1CC(C)CN(CCCNC(=O)CC2Oc3ccccc3NC2=O)C1 (stereo unspecified)
  -1, 1.0, -1, 2, -1.2, -20, -0.6, 12, 0.6, -0.9, 1.9
43. CC(Oc1ccccc1)C(=O)Nc1ccc(C(N)=O)cc1 (stereo unspecified)
  -1, 0.8, -1, 4, 3.3, -3, -0.4, 3, -1.2, -0.7, 0.3
44. CCN(CC)c1ccc2cc(-c3nc(-c4cc5ccccc5oc4=O)cs3)c(=O)oc2c1
  4, 1.5, -5, -6, 4.6, -53, 0.6, -9, -0.6, 4.1, -1.1
45. CCOc1ccccc1-n1nnnc1SC(C)C(=O)OC (stereo unspecified)
  -1, -2.2, -4, 2, 3.3, -47, 0.6, 6, -0.5, 2.7, 0.4

Arranged by value in ADAM10 inh (low to high): 3 from the list above
nr	molecule	ADAM10 inh
42	CC1CC(C)CN(CCCNC(=O)CC2Oc3ccccc3NC2=O)C1 (stereo unspecified)	-20
36	Cc1ccc(S(=O)(=O)Nc2cccc(C(=O)NCC(c3ccccc3)N(C)C)c2)cc1F (stereo unspecified)	0
34	CCC1=Nc2cc(C(=O)NCCCOC(C)C)ccc2Sc2ccccc21	3

Next part:
Second line of a record – SMARCA2 activ, hcDAF12 agonist, GC-A act, NPR2 activator, hgDAF-12 ag, ADAM10 inh, DAX1 inh-1, HGIII-sPLA2 inh, ssDAF-12 act, GAA850 FXN act, DAX1 inh-2
46. COC(=O)C(C)Sc1nnc(Cc2cc(=O)[nH]c(=O)[nH]2)n1-c1ccc(OC)cc1 (stereo unspecified)
  2, 0.7, 1, -7, 2.7, -7, 0.9, -16, -1.1, -0.6, 2.8
47. CCCCc1nnc(NC(=O)c2oc3ccccc3c2C)s1
  -1, 0.8, 3, 5, 1.9, 0, 0.6, -1, 0.2, 1.4, -0.1
48. CCCOc1cccc(C(=O)NCCCNC(=O)c2cccnc2)c1
  3, -1.4, -5, -1, -0.8, -6, -0.7, 3, -0.2, 2.4, 0.9
49. COc1ccccc1C=NN=Cc1ccccc1O
  1, 4.7, 6, 3, 2.5, -7, 0.8, 5, 0.6, 3.3, 3.8

Screens (PubChem BioAssay)
